# Screening results from PubChem.
# Runt-SMMHC FRET – blocks binding of human RUNX1 Runt domain to CBFb-SMMHC; Cerulean-Runt/Venus-CBFb-SMMHC FRET ratio 530/480, 1 h; inhibition, % at 20 µM; 220,000 tested, 0.74% active;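 active means mean inhibition across duplicate retests at 20 µM reaching about 50%, limit read from the data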;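 further: 0% = DMSO wells and 100% = wells with excess untagged CBFb-SMMHC; inhibitors lower the FRET ratio by blocking Runt binding to CBFb-SMMHC; some results filed as inactive read as strong as hits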
# Runt-CBFb FRET – Runt domain-CBFb interaction inhibition. 220,000 tested, 0.46% active. inhibition, % at 20 µM. Cerulean-Runt/Venus-CBFb FRET ratio 530/480, 1 h;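 active means inhibition over about 50% at 20 µM in the single-dose screen, limit read from the data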;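 further: 0% = DMSO wells and 100% = excess unlabeled CBFb competitor control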
#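 Assay system: Cerulean-Runt domain fusion protein, energy donor; Signal: fluorescence energy transfer, 422 nm excitation, 530/480 nm emission; Timing: 1 h compound exposure, room temperature; Control set: unlabeled CBFb; Medium: Tris buffer pH 7.5 with salts and BSA; Compound: single test concentration of 20 µM, 1% DMSO final; Probe or stimulus: Venus-CBFb 100 nM.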
# FXIIa inh – factor XIIa (human) inhibition; purified FXIIa, Boc-QGR-AMC fluorogenic substrate, 2 h; P00748; inhibition, % at 5 µM; 220,000 tested, 0.3% active; in the data active means inhibition above about 40%;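 further: 0% = enzyme with no compound and 100% = blank without enzyme; many of its hits are not listed in these tables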
# hK5 inh – blocks human kallikrein 5 protease activity; recombinant hK5, fluorogenic AMC substrate cleavage; inhibition, % at 5 µM; AID 873; Q9Y337; 210,000 tested, 0.59% active;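 active means inhibition of 40% or more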;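 further: 0% = enzyme controls without compound and 100% = no-enzyme blanks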
# Target sequence (Q9Y337 67-293 limits assumed): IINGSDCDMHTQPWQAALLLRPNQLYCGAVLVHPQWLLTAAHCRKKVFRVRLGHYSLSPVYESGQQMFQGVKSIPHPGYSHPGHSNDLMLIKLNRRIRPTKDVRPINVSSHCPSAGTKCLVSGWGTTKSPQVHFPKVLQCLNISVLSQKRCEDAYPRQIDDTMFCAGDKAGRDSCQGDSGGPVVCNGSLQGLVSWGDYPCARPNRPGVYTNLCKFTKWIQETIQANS
# Thrombin inh – blocks human thrombin protease activity | P00734 | alpha-thrombin, Boc-VPR-AMC fluorogenic substrate cleavage | inhibition, % at 5 µM | 220,000 tested, 0.26% active;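 active means inhibition at or above 40%; inactive means inhibition below 40%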;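 further: 0% = enzyme with no compound and 100% = wells without enzyme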
#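 Assay system: human alpha-thrombin enzyme. Reagent: Boc-VPR-AMC substrate, 15 µM final. Compound dosing: one concentration per compound, 5 µM, with 0.2% DMSO. Incubation: room-temperature reaction. Technique: AMC fluorescence, 355/460 nm. Measure: % inhibition relative to enzyme controls and enzyme-free blanks.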
# 14-3-3 Bad inh – disrupts binding of bovine 14-3-3 zeta to phospho-Bad peptide | P63103 | TR-FRET 14-3-3zeta/Dy647-pBad peptide displacement, 1 h | inhibition, % at 21.7 µM | 220,000 tested, 0.71% active;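 active means inhibition above about 70%, limit read from the data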;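 further: 0% = full 14-3-3 plus peptide FRET controls and 100% = background without 14-3-3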
# Wee1 stabilizer – human Wee1 degradation inhibition, primary screen. P30291. reporter increase, % at 5 µM. AID 1321. HeLa Luc-Wee1K328M stability, luciferase luminescence; 100% = proteasome inhibitor MG132 effect. 220,000 tested, 1.2% active;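 active means activation above the mean of all tested compounds plus 3 SD, set per screening run, cut at about 8.8% in these data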;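 further: cells exposed to compound for 20 h before luminescence read; 0% = DMSO alone and 100% = MG132 at 30 µM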
# Target sequence (P30291 whole entry K328M): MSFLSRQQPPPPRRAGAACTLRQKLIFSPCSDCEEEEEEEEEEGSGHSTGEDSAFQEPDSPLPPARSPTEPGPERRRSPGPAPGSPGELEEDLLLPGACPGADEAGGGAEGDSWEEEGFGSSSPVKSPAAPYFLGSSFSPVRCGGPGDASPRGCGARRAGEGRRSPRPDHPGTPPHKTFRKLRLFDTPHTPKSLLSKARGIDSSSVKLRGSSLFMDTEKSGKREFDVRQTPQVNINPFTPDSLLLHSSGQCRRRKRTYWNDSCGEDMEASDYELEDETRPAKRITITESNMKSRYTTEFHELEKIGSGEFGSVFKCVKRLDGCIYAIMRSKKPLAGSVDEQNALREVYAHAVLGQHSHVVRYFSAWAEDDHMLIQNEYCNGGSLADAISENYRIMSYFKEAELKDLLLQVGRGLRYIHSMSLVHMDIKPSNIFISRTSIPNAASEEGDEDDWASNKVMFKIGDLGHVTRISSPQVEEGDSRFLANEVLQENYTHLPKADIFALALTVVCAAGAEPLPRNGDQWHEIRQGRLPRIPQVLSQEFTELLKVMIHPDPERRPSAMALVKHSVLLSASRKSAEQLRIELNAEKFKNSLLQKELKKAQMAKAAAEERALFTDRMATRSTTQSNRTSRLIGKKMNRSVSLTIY
# FXIa inh 1536 – factor XIa (human) inhibition | purified FXIa, Boc-Glu-Ala-Arg-AMC fluorogenic substrate | inhibition, % at 5 µM | 220,000 tested, 0.14% active | AID 798;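 active means inhibition of at least 40%; inactive means inhibition below 40%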;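 further: fluorescence of freed AMC excited at 355 nm; 0% = enzyme without compound and 100% = no enzyme blank; many of its hits are not listed in these tables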
# Hck-Nef inh – inhibitors of human Hck kinase activated by Nef | 220,000 tested, 0.68% active | P08631 | inhibition, % at 20 µM | Recombinant Hck-YEEI plus Nef, Z-Lyte FRET kinase assay | AID 463187;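 active means Hck-Nef kinase inhibition above about 50%, limit read from the data; inactive means inhibition below that limit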;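 further: 0% = DMSO with Hck plus Nef and 100% = Hck alone without Nef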
# Numbers without * were called inactive; nt = no result given; [ ] = another dose, or the depositor's remark.
SMILES,Runt-SMMHC FRET,Runt-CBFb FRET,FXIIa inh,hK5 inh,Thrombin inh,14-3-3 Bad inh,Wee1 stabilizer,FXIa inh 1536,Hck-Nef inh
Cc1ccc(-n2nnnc2CN2CCCCC2)cc1,3,1,2,nt,-6,0,1,-5,3
CCOc1ccc(C2CC(=O)NC3=C2C(=O)CCC3)cc1 (centres undefined),-1,2,-11,5,0,6,0,0,2
CCn1cc(C(=O)O)c(=O)c2cc(F)c(N3CCN(C(=S)NC(=O)c4ccccc4F)CC3)cc21,3,3,4,0,-1,-7,-4,1,11
CCC(=O)Nc1ccc(C(=O)CSc2nc3ccccc3cc2CC)cc1,3,4,21,60*,104*,-12,3,1,0
O=C(c1cc2ccccc2oc1=O)N(Cc1ccc(F)cc1)C1CCS(=O)(=O)C1 (centres undefined),-5,1,3,-1,-7,11,3,-2,12
CN(C(=O)COC(=O)c1ccc(=O)n(Cc2ccccc2)n1)c1ccccc1,0,0,9,4,1,0,0,3,5
C#CCSc1n[nH]c(-c2ccco2)n1,-3,0,9,-3,4,-2,-1,1,20
Cc1ccsc1C1C(C(=O)O)c2ccccc2C(=O)N1C (centres undefined),2,-2,14,-1,1,3,-1,2,0
O=C1CCCC2=C1C(c1ccco1)Nc1ccc3ccccc3c12 (centres undefined),8,7,24,-8,9,72*[fluorescence artefact?],-2,18,14
CCN(CC)c1c([N+](=O)[O-])c(=O)sc2ccccc12,-42,-1,21,-13,-8,20,-2,18,7
COc1cccc(-c2nc(CS(=O)(=O)CC(=O)NCc3ccccc3)c(C)o2)c1,-3,-2,12,-14,-1,5[fluorescence artefact?],-3,4,-1
CCc1c(C(=O)Nc2nnc(C3CC3)s2)csc1C,-1,30,0,1,3,7[fluorescence artefact?],-3,-1,0
Clc1ccc(/C=C/c2ncc3ccccn23)cc1,nt,nt,3,-3,2,-18,2,-4,26
CCOC(=O)c1nc(NCc2cccc(OC)c2)c2ccccc2n1,-2,-3,5,-1,-2,-21,-2,-3,17
Cn1c(SCC(=O)N2CCN(C(=O)c3ccco3)CC2)nnc1-c1ccc(NS(C)(=O)=O)cc1,-2,3,10,5,-2,-7,3,10,18

# Looked up by structure from the list above:
SMILES,Runt-SMMHC FRET,Runt-CBFb FRET,FXIIa inh,hK5 inh,Thrombin inh,14-3-3 Bad inh,Wee1 stabilizer,FXIa inh 1536,Hck-Nef inh
CCN(CC)c1c([N+](=O)[O-])c(=O)sc2ccccc12,-42,-1,21,-13,-8,20,-2,18,7
Clc1ccc(/C=C/c2ncc3ccccn23)cc1,nt,nt,3,-3,2,-18,2,-4,26

# Other records
SMILES,Runt-SMMHC FRET,Runt-CBFb FRET,FXIIa inh,hK5 inh,Thrombin inh,14-3-3 Bad inh,Wee1 stabilizer,FXIa inh 1536,Hck-Nef inh
N#CC1=C(N)Oc2cc(O)ccc2C1c1ccncc1 (centres undefined),-109,-38,19,0,5,-7,-1,5,2
Cc1cc(C)nc(N2CCCC(C(=O)NCCC3=CCCCC3)C2)n1 (centres undefined),3,-2,4,8,-4,0,-1,-2,3
O=C(Cn1nnc(-c2ccccc2)n1)Nc1ccc2c(c1)OCO2,3,1,0,-3,-5,13[fluorescence artefact?],0,0,0
Cc1ccccc1CN1CCN(Cc2ccccc2C(F)(F)F)CC1,-3,-5,11,-9,2,75*,-2,10,1
O=c1[nH]c2cc3c(cc2cc1CN(CCc1ccccc1)Cc1nnnn1C1CCCC1)OCCO3,-183,-44,11,-41,13,16,4,4,2
Cc1onc(-c2c(F)cccc2Cl)c1C(=O)NCC1COc2ccccc2O1 (centres undefined),2,0,4,-3,-11,-5,0,-1,0
COc1ccc(O)c(C2(O)C(=O)c3ccccc3C2=O)c1,0,2,8,5,3,4,-2,3,15
C/C(=N\NC(=S)NCc1ccccc1)c1ccc(Br)cc1,2,-1,nt,0,-2,-6,-1,-1,-44
CCO[C@@H]1OC(C(=O)N2CCN(Cc3ccccc3)CC2)=C[C@H](c2cn(C(C)=O)c3ccccc23)[C@H]1CCCO,-3,-2,11,5,-1,1,1,2,10
CCCCSc1nc(C)c(C(C)=O)cc1C#N,2,-2,17,-1,3,5,-1,3,1
COc1ccc(CC2(CO)CCN(CC3=Cc4cc(Cl)ccc4OC3)CC2)cc1,nt,nt,5,0,-4,-6,9,1,20
COc1ccc(-c2nnc(COc3ccc4ccccc4c3)o2)cc1OC,-1,-2,18,15,4,-5,4,5,-4
Fc1cccc(Cc2noc(CN3CCCCC3CCc3ccccn3)n2)c1 (centres undefined),1,-1,6,13,1,-5,-2,0,-10
O=C(COC(=O)c1ccc(S(=O)(=O)N2CCCC2)cc1)Nc1ccc(F)cc1F,0,-1,3,-7,1,4,2,-8,14
CCC(=O)NC(C)C(c1cccs1)N1CCN(Cc2ccccc2)CC1 (centres undefined),-3,-3,6,-7,-4,5,-1,-2,2

# Single values from the list:
# CCOc1ccc(C2CC(=O)NC3=C2C(=O)CCC3)cc1 (centres undefined) in 14-3-3 Bad inh: 6
# Cc1cc(C)nc(N2CCCC(C(=O)NCCC3=CCCCC3)C2)n1 (centres undefined) in Runt-SMMHC FRET: 3
# CCN(CC)c1c([N+](=O)[O-])c(=O)sc2ccccc12 in Wee1 stabilizer: -2
# CCCCSc1nc(C)c(C(C)=O)cc1C#N in Hck-Nef inh: 1

# Next section
SMILES,Runt-SMMHC FRET,Runt-CBFb FRET,FXIIa inh,hK5 inh,Thrombin inh,14-3-3 Bad inh,Wee1 stabilizer,FXIa inh 1536,Hck-Nef inh
CCOC(=O)c1csc(N)c1-c1ccc([N+](=O)[O-])cc1,3,14,9,1,-3,-2,-2,0,20
COc1ccccc1-c1nnc(NC(=O)C(C)SC2=NCCS2)s1 (centres undefined),1,3,6,53*,15,-4,-3,4,8
Cc1ccc(C(=O)NC(C)c2ccc3c(c2)OCO3)s1 (centres undefined),-1,-1,4,0,nt,-7,-1,1,23
CCOc1ccccc1Nc1ccc(C(=O)O)cc1[N+](=O)[O-],-1,-3,3,nt,-6,-2,4,-4,-13
Cc1cc(C)n(-c2ccc(C(=O)OCC(=O)NC(c3ccccc3)c3ccccc3)cc2)n1,-1,-4,9,3,-2,6[fluorescence artefact?],0,2,3
CC(C(=O)O)N1C(=O)CSC1=S (centres undefined),1,0,18,-7,3,-2,-5,4,3
CCCN1C(=O)c2cc(C(=O)Nc3ccccc3OC)ccc2C1Nc1ccccc1OC (centres undefined),-7,0,4,-1,0,10,-2,-1,5
OCC#Cc1ncc(C(F)(F)F)cc1Cl,0,1,11,-25,1,-14,2,1,22
CCC(=O)NCCSc1c[nH]c2ccccc12,-2,4,9,7,-9,7,0,-2,6
Cc1cccc(C)c1Nc1c(-c2ccsc2)nc2ncccn12,-40,-20,1,-23,-10,4[fluorescence artefact?],-1,-11,1
CC(C)C(NC(=O)OCc1ccccc1)C(=O)NCC(=O)OC(C)(C)C (centres undefined),1,-1,11,-23,0,-9,-2,0,1
CCNC(=S)NC1CC2CCCC(C1)N2Cc1ccco1 (centres undefined),12,nt,9,-12,2,-11[fluorescence artefact?],0,1,1
O=C1c2cc([N+](=O)[O-])cc3cc([N+](=O)[O-])cc(c23)C(=O)N1c1ccccn1,-4,3,5,-27,-8,19,0,5,0
CCSc1nc(C2CC2)cc(-c2cccs2)c1C#N,1,-2,17,-13,3,9,4,6,2
N#C/C=C(/N)c1ccc(Br)cc1,0,0,14,8,-2,3[fluorescence artefact?],-4,8,3
CC(C)(C)C(=O)NNC(=O)c1cc(C(C)(C)C)nn1Cc1ccccc1,2,-1,6,3,1,-2,-2,1,21
Cn1c2c(c(=O)n3ncnc13)CCCC2,-2,1,1,1,-3,-1,3,-1,9
CCCN(CCO)Cc1cccc(Oc2ccccc2)c1,-2,-1,12,20,-9,28,-4,-8,4
Cc1ccccc1Nc1nc(N)nc(COC(=O)C(NC(=O)c2ccco2)C(C)C)n1 (centres undefined),-2,1,11,-5,-2,-6[fluorescence artefact?],-1,-6,-2
CCCCCCn1c2c(c(=N)c3c1CCC3)CCC2,0,-1,-4,-2,-9,1,0,-4,1
CCCc1cc(NCCCn2ccnc2)n2nc(C)c(-c3ccccc3)c2n1,1,-7,6,-8,2,2,-2,0,4
Cc1cc2cc(CNC(=O)Cc3ccc([N+](=O)[O-])cc3)ccc2n1C,-8,0,2,1,3,-10,0,-3,21
O=C(CCC(=O)N(CC(=O)NC1CCCC1)Cc1ccc2c(c1)OCO2)Nc1ccccn1,-9,-2,-10,-1,-7,6,3,-7,1
CCOC(=O)c1ccc(NS(=O)(=O)c2cnc[nH]2)cc1,1,2,5,13,-7,11,11*,-5,-3
CC(=O)CCN1CCOCC1,-6,1,16,2,4,43,3,7,-3
Cc1cc(C)c2cc(C(c3nnnn3CC3CCCO3)N3CCN4CCCC4C3)c(=O)[nH]c2c1 (centres undefined),2,0,15,-15,-5,5[fluorescence artefact?],-2,7,1
O=C(NCc1n[nH]c(=S)n1-c1ccccc1)c1ccc(S(=O)(=O)N2CCCCC2)cc1,12,5,8,-7,-7,-28,6,0,27
CC1(OC(=O)C2CCCC2)C(=O)C=C2C=C(c3ccsc3)N(Cc3ccc4c(c3)OCO4)C=C2C1=O (centres undefined),22,3,6,2,-1,-8,nt,3,32
COc1ccc2c(c1OC)C(=O)N(c1ccc(C)cc1)C2=O,0,1,4,-5,3,-7,2,-4,13
CNC(=O)C(=O)N/N=C/c1ccc(Br)cc1,-2,-1,1,-11,1,-12,-1,-4,24
COc1ccc(-c2nnc(NC(=O)CSc3ccc(C)cc3)s2)cc1OC,5,0,8,-20,-3,-3,-3,4,9
Cc1cc(C)c2c(=O)n(CC(=O)Nc3cccc(Cl)c3C)sc2n1,60,-17,10,1,-10,3,-2,1,-48
COc1ccc(-n2c(C)cc(C(=O)COC(=O)c3cc(NC(=O)c4cccs4)c(OC)c(OC)c3)c2C)cc1,3,-1,14,-6,-6,-17,-1,4,3
COC(=O)c1cccc(C23CC4(C2)[C@H](CN(C)[C@@H]4c2ccccc2)C3c2ccccc2)c1 (some centres undefined),2,3,2,-1,-6,-3,nt,-1,18
CCN1c2ccccc2N(C)C1(C)c1ccccc1 (centres undefined),4,3,5,-5,-10,34[fluorescence artefact?],-2,-8,-2
O=C(CSc1ccsc1[N+](=O)[O-])NCc1ccco1,-2,4,11,3,1,-1,-3,-1,4
COc1ccc(CC(=O)NC(=S)NNC(=O)COc2c(C)cccc2C)cc1,6,3,-2,-96,-7,-1[fluorescence artefact?],2,-8,0
O=C1NN=C(c2ccc(Cl)cc2)CC1c1cccc(Cl)c1 (centres undefined),-3,1,12,-19,-13,-2,-1,-10,-1
CCOC(=O)N1CCC(NC(=O)Cn2cc3c(n2)CCC(C)C3)CC1 (centres undefined),-2,-2,12,3,2,5,1,9,-1
Cc1sc(NC(=O)COc2ccccc2)c(C#N)c1-c1ccccc1,0,1,-21,-10,-7,8[fluorescence artefact?],9.6*,-5,1
O=C(CN(Cc1ccccc1)S(=O)(=O)c1ccccc1)N/N=C/c1ccccc1C(=O)O,-1,-1,4,4,-3,-1,4,0,21

# An unsorted share of the library, and some 4.2% of all compounds hit somewhere here.
